# Compound activity from PubChem.
# SKN-1 block = blocks SKN-1 activity in C. elegans; C. elegans VP596 Pgst-4::GFP/RFP ratio, acrylamide-induced, 24 h; inhibition, % at 21.8 µM; actives 0.49% (n = 360,000);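 active = interference check ratio from 0.5 to 1.5 plus GFP to RFP signal ratio inhibition reaching or exceeding a fixed threshold, cut at about 30% in these data, passing the limit was not always enough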; also: some compounds called inactive have numbers as strong as hits
# PABP1 MLLE inh = inhibitors of microRNA-mediated deadenylation, human PABP1 MLLE binding; P11940; GST-MLLE / FITC-PAM2 fluorescence polarization; inhibition, % at 20 µM; actives 0.36% (n = 360,000); in the data active = inhibition above about 35%, passing the limit was not always enough;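 also: plate controls were DMSO wells with GST-MLLE for no effect and wells lacking GST-MLLE protein for full effect; some results filed as inactive read as strong as hits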
# MsrA inh = bovine MsrA inhibition; inhibition, % at 15.5 µM; actives 0.75% (n = 360,000); purified bovine MsrA, absorbance read-out; in the data active = inhibition above about 4.5%;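 also: 0% = vehicle wells with enzyme and 100% = reference inhibitor wells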
# Tb MetRS inh = Trypanosoma brucei MetRS inhibition. actives 0.4% (n = 360,000). inhibition, % at 11.9 µM. AID 624268. purified T. brucei MetRS, ATP depletion, Kinase-Glo luminescence;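 active = inhibition above a per-plate cutoff of the control wells' mean inhibition plus 3 SD, cut at about 5.5% in these data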;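 also: 0% = DMSO wells median and 100% = median of wells with control inhibitor compound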
#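 Test system – parasite MetRS enzyme · Reagent – substrates ATP, L-methionine and bulk Escherichia coli tRNA · Doses – 11.9 µM compound single dose, 0.9% DMSO · Times – 15 min enzyme-compound preincubation, 2 h reaction, 10 min detection, 25 °C · Signal – Kinase-Glo luminescence, ATP depletion format · Controls – DMSO-only wells as low control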
# CendR NRP1 mod = modulators of CendR peptide binding to human neuropilin-1; AID 602438; inhibition, % at 25 µM; FAM-RPARPAR peptide binding to NRP-1, fluorescence polarization; actives 0.85% (n = 360,000);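 active = inhibition or corrected inhibition above about 18%, plus a signal ratio from 0.5 to 1.5, limit read from the data, passing the limit was not always enough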; also: strong numbers were not always called active
# Target sequence (O14786 whole entry, looked up): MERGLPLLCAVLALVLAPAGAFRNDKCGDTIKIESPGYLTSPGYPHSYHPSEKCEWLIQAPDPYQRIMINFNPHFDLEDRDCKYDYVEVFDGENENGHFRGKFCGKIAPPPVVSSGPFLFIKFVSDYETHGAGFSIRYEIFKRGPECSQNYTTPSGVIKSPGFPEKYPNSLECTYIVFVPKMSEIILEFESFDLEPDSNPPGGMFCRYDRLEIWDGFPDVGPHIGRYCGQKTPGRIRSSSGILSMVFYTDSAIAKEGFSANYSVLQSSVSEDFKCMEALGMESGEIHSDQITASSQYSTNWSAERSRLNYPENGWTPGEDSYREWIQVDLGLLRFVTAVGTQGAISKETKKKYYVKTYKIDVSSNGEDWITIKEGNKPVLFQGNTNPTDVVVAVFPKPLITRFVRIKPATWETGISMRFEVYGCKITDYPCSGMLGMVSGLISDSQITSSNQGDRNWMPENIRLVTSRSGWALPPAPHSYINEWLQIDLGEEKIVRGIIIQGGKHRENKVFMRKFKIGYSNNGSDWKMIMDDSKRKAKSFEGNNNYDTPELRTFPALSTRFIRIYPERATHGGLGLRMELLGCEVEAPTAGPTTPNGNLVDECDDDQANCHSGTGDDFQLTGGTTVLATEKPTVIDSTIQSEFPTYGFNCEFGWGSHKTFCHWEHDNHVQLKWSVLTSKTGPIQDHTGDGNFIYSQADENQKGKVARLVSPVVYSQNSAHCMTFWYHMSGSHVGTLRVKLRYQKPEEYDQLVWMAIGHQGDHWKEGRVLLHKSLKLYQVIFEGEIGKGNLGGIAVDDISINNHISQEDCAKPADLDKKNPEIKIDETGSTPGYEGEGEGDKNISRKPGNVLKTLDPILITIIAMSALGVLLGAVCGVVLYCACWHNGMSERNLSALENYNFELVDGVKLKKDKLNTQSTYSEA
# bovine MsrA act = activators of bovine methionine sulfoxide reductase A; AID 602163; activation, % at 10.6 µM; purified bovine MsrA, absorbance read-out; actives 0.3% (n = 360,000); in the data active = activation above about 7.5%;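 also: 0% = vehicle and 100% = reference activator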
# eLon inh = inhibitors of E. coli Lon protease. actives 0.42% (n = 360,000). P0A9M0. inhibition, % at 7.94 µM. purified E. coli Lon protease, fluorescence polarization; in the data active = inhibition above about 13%, passing the limit was not always enough;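 also: 0% = enzyme with probe and DMSO and 100% = no enzyme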
# MT1-MMP act inh = blocks activation of human MT1-MMP. actives 0.061% (n = 360,000). P50281. HT1080 RFP-PRO-GFP cells, GFP/RFP ratio fluorescence, overnight; percent of plate control window, DMSO zero. GFP/RFP ratio change, % at 20 µM. AID 651647;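 active = GFP/RFP ratio change of at least 30% with cell ATP level not reduced by more than half and red fluorescence within 50% of control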; also: strong numbers were not always called active
#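 Read-out: GFP/RFP fluorescence ratio; Test system: RFP-PRO-GFP reporter HT1080 cells; Compound dosing: single-point 20 µM compound, 1% DMSO; Times: overnight compound exposure at 37 °C.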
# FAS TE block = inhibitors of human fatty acid synthase thioesterase domain. recombinant FAS-TE, OMFH fluorogenic substrate, fluorescence endpoint. AID 602261. P49327. actives 0.67% (n = 360,000). inhibition, % at 15 µM;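 active = compounds whose normalised, plate-corrected inhibition of enzyme fluorescence in the single-dose primary screen is 50% or more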;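 also: 0% = DMSO with enzyme and 100% = substrate without enzyme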
# An asterisk follows results filed as active; . = not tested or not shown; & = joins results of further samples. Rows are unselected (roughly 4% active in at least one column).
SMILES,SKN-1 block,PABP1 MLLE inh,MsrA inh,Tb MetRS inh,CendR NRP1 mod,bovine MsrA act,eLon inh,MT1-MMP act inh,FAS TE block
CCOCCCNC(=O)C(c1ccc(Cl)cc1)N(Cc1cccs1)C(=O)CNC(C)=O (stereo not given),-1,-9,0.0,-0.9,-2,-4,1,7,-7
C=CCNC(=O)c1ccc(N(Cc2ccccc2)S(C)(=O)=O)cc1,12,-3,-0.7,-1.1,-3,-7,1,1,-6
CCOc1ccc(Cl)cc1CNCCCSc1ncccn1,6,-7,-0.5,-0.4,5,1,-6,0,-3
CCN1C(=O)C(=O)N(CC(=O)N(C)CC(=O)Nc2ccccc2C(F)(F)F)C1=O,1,-2,-0.2,-0.2,-12,-1,-1,2,-7
COc1cccc(C2C(C(=O)Nc3ccc(C)cc3C)=C(C)Nc3ncnn32)c1OC (stereo not given),19,-12,1.0,0.0,6,-1,0,-2,-6
CCOc1ccc(Cn2nnc(-c3ccc(S(C)(=O)=O)cc3)n2)cc1OCC,-7,12,-0.2,-0.4,-2,-4,2,-1,-4
O=C(CNC(=S)N(Cc1ccccc1)Cc1ccccc1F)NCCc1ccccc1,-4,-108,-0.9,-0.4,5,1,15,-7,27
O=C(O)CSc1nnc2n(-c3ccccc3)c(=O)c3ccccc3n12,16,-7,1.6,-0.7,-10,-6,1,0,-4
COCCNC(=O)Cn1nc(Cc2ccncc2)c2ccccc2c1=O,-11,7,-0.8,-1.1,2,-11,-1,-1,-2
O=C(COC(=O)/C=C/c1ccco1)Nc1ncc(Cl)cc1Cl,1,5,3.3,-0.2,-20,-2,-17,-2,-4
CCn1c(SCC(=O)c2ccccc2)nc2sc3c(c2c1=O)CCN(C)C3,-7,10,3.8,-0.1,-8,-4,1,-7,0
CCN(CC)CCN(C(=O)c1ccc(Br)s1)c1nc2cc3c(cc2s1)OCCO3,-3,8,1.6,-0.8,-6,-1,-11,-5,19
Clc1ccc(-c2noc(CCCc3ccccc3)n2)cc1,-7,-4,1.5,-1.3,13,-2,3,-5,19
CCn1c(SCC(=O)Nc2nncs2)nnc1-c1ccco1,13,-1,0.9,0.1,-2,-1,6,1,-7
COCCNC(=O)C1(C)CCN(C(=O)c2ccc(F)c(C)c2)C1 (stereo not given),-14,3,-0.4,-0.2,-5,-4,-1,1,-9
CCC1CCCCN1C(=O)c1ccc(OC)c(OC2CCN(C(C)C)CC2)c1 (stereo not given),-3,-16,0.3,0.5,8,-6,-5,-3,-4
O=C(NCc1ccncc1)c1nnc(Cc2c(F)cccc2Cl)o1,-14,3,0.1,0.6,8,1,-7,3,-6
COc1ccccc1C(=O)NC(CCSC)C(=O)OCC(=O)N1CCCC1=O (stereo not given),-2,0,1.3,0.0,-2,-2,-8,-5,-10
COc1ccc(CCNC(=O)CN(c2ccccc2OC)S(C)(=O)=O)cc1,-11,15,-0.6,-0.6,-8,-4,-1,2,-6
Oc1ccc(Cl)cc1Cc1cc(Cl)ccc1O,-8,-3,1.6,-0.8,-5,-7,-2,26,19
Oc1c(CN2CCCCC2)cc(COCc2ccccc2)c2cccnc12,-14,10,2.0,-0.4,-4,-9,1,3,-20
N#CC(C#N)=C1C=CC=CN1/C(=C\c1ccco1)C(=O)c1ccccc1,4,1,2.7,0.0,-7,-9,26,-31,6
COc1ccc(Cl)cc1NC(=O)C/C(C)=N/NC(=O)Cc1ccccc1,2,-10,-0.8,2.6,-10,-2,-1,-3,0
COc1ccc(CCC(=O)Nc2cccc(S(=O)(=O)N3CCCC3)c2)cc1OC,1,-5,-0.5,-0.3,-3,-2,-6,6,-1
Cc1ccccc1NC(=O)c1c([N+](=O)[O-])cnn1C,7,4,0.7,0.4,0,-3,-12,1,0
O=C(Nc1nccs1)c1ccc(CSc2nnnn2-c2ccccc2)cc1,-6,7,0.9,-0.9,-8,-5,1,1,10
COc1ccc2nc(NC(=O)CSc3nccc(C)n3)sc2c1,18,-4,-0.1,-0.7,6,-4,-5,4,-3
NC(=O)CC(NC(=O)Cc1cccc2ccccc12)c1ccc(N2CCC(N3CCCC3)CC2)c([N+](=O)[O-])c1 (stereo not given),3,-9,-0.5,-0.4,8,-9,23,4,-10
O=S1(=O)CC(N2CCN(Cc3ccccc3F)CC2)CN1Cc1cn(Cc2ccc(Cl)cc2)nn1 (stereo not given),10,.,-0.4,-0.2,6,-1,-4,2,-3
CSc1nnc(C)c(=O)n1COC(=O)COc1ccccc1F,-13,7,0.5,-0.6,-5,3,6,2,-5
CCOc1ccccc1NC(=O)NCCN1CCCCC1,20,-3,-0.3,-1.4,10,-8,3,4,-1
Cc1ccc(CN2CCN(/N=C/c3cc(Br)cc(Br)c3O)CC2)cc1,4,8,-0.4,-0.2,-17,-3,13,0,20
COc1cc(NS(=O)(=O)c2ccc(Br)cc2)c(OC)cc1NC(=O)c1ccco1,48*,-24,0.6,-0.3,-11,-2,-1,-2,42
CN(C(=O)c1ccc(C#N)cc1)c1nnc(-c2cnccn2)s1,0,-4,2.1,-0.5,-9,-1,-7,4,-4
COc1ccc(-c2cc(C(=O)N3CCN(c4ccccc4)CC3)c3ccccc3n2)cc1OC,1,-6,3.1,-1.0,6,-9,-2,0,19
Cc1cc2oc(=O)cc(-c3ccccc3)c2c(C)c1-c1ccc(C#N)cc1,28,2,1.2,-1.4,0,-3,-10,-1,30
CN(C)C(=O)CN1CCN(c2nc3nonc3nc2N2CCCCC2)CC1,10,6,2.2,1.6,-4,-2,10,-1,-8
O=S(=O)(c1ccc(F)c(F)c1F)N1CCN(C(=S)NCc2ccccc2)CC1,-10,-116,-0.2,-0.4,-1,-9,6,6,7
O=S1(=O)N=C2CCCN2C(c2ccc(F)cc2)N1 (stereo not given),-24,-7,0.5,-0.5,-2,3,-1,1,-2
c1ccc2c(c1)nc(N1CCOCC1)c1nncn12,25,1,4.6*,-0.1,15,-1,0,-3,-7
CCC(C)NC(=O)C1c2cc(OC)c(OC)cc2C(=O)N(C)C1c1ccc(OC)cc1 (stereo not given),4,1,-0.4,-0.4,5,-3,-6,3,-12
COc1ccc(CCNC(=O)C(=O)NCC2OCCN2S(=O)(=O)c2cccs2)cc1 (stereo not given),-5,-12,0.0,-0.3,1,-6,-2,-2,-2
COC(=O)CN(c1ccccc1[N+](=O)[O-])S(=O)(=O)c1ccccc1,-5,0,-1.2,0.1,-4,-3,3,-1,-3
CC(=O)Nc1cccc(-c2ccnc3c2CC(C)(C(=O)Nc2ccc(F)c(Cl)c2)O3)c1 (stereo not given),6,12,2.9,-0.2,0,6,-8,1,13
CCOC(=O)/C=C1\CC(=O)Nc2cc(C)c(C)cc2N1,4,3,0.7,0.3,0,-1,-2,4,-3
CCOC(=O)C1=C(C)NC(=S)NC1c1cccs1 (stereo not given),-5,-134,1.1,-0.3,-13,-3,2,1,-9
Cc1ccc(CSCC(=O)Nc2cc(S(=O)(=O)N3CCOCC3)ccc2OC(C)C)cc1,0,-16,-0.2,0.2,-5,-1,-12,-4,25
O=C(Nc1ccc(C(=O)N2CCOCC2)cc1)Nc1cccc(C(F)(F)F)c1,10,2,-1.5,-0.2,15,-3,-5,-9,1
COc1ccccc1CCNC(=O)c1nccnc1C(=O)O,-9,1,.,-0.7,6,-1,1,1,-5
COc1cc(Br)cc(CN2CCN(C=O)CC2)c1O,2,5,0.6,-0.4,-5,-3,6,5,-7
CN(C(=O)c1cccc(NC(=O)Cc2cccc(NC(=O)C3CCN(S(=O)(=O)c4cccc([N+](=O)[O-])c4)CC3)c2)c1)C1CC1,24,6,0.1,0.0,-2,-2,-4,1,8
Cc1[nH]nc2c1C(c1ccsc1)C1=C(CC(C)(C)CC1=O)N2 (stereo not given),17,6,4.7*,-0.5,16,-14,3,5,-1
O=C(NCCc1ccccc1F)C1C(=O)Nc2ccccc2C(=O)N1C1CCCCC1 (stereo not given),5,.,0.0,0.0,-8,.,.,5,.
O=C(NC(=S)N1CCCCC1)c1cccs1,8,-1,-0.2,-0.2,5,-4,-14,5,-9
CCCCN(C)S(=O)(=O)c1cc2c3c(c1)CCC(=O)N3CCC2,6,-9,-0.5,-0.3,12,-3,-4,-1,-18
COc1cc(Cc2cnc(N)nc2N)cc(OC)c1OC,5&2,1&0,-0.5&-1.5,-0.2&-0.8,-5&-4,-1&-2,2&-3,1&-1,0&0

# Sorted by molar mass (lowest first): part of the list above.
SMILES,SKN-1 block,PABP1 MLLE inh,MsrA inh,Tb MetRS inh,CendR NRP1 mod,bovine MsrA act,eLon inh,MT1-MMP act inh,FAS TE block
O=C(NC(=S)N1CCCCC1)c1cccs1,8,-1,-0.2,-0.2,5,-4,-14,5,-9
c1ccc2c(c1)nc(N1CCOCC1)c1nncn12,25,1,4.6*,-0.1,15,-1,0,-3,-7
O=S1(=O)N=C2CCCN2C(c2ccc(F)cc2)N1 (stereo not given),-24,-7,0.5,-0.5,-2,3,-1,1,-2
CCOC(=O)/C=C1\CC(=O)Nc2cc(C)c(C)cc2N1,4,3,0.7,0.3,0,-1,-2,4,-3
CCOC(=O)C1=C(C)NC(=S)NC1c1cccs1 (stereo not given),-5,-134,1.1,-0.3,-13,-3,2,1,-9
COc1cc(Cc2cnc(N)nc2N)cc(OC)c1OC,5&2,1&0,-0.5&-1.5,-0.2&-0.8,-5&-4,-1&-2,2&-3,1&-1,0&0
COc1ccccc1CCNC(=O)c1nccnc1C(=O)O,-9,1,.,-0.7,6,-1,1,1,-5
Cc1[nH]nc2c1C(c1ccsc1)C1=C(CC(C)(C)CC1=O)N2 (stereo not given),17,6,4.7*,-0.5,16,-14,3,5,-1
COc1cc(Br)cc(CN2CCN(C=O)CC2)c1O,2,5,0.6,-0.4,-5,-3,6,5,-7
CCCCN(C)S(=O)(=O)c1cc2c3c(c1)CCC(=O)N3CCC2,6,-9,-0.5,-0.3,12,-3,-4,-1,-18
COC(=O)CN(c1ccccc1[N+](=O)[O-])S(=O)(=O)c1ccccc1,-5,0,-1.2,0.1,-4,-3,3,-1,-3
O=C(Nc1ccc(C(=O)N2CCOCC2)cc1)Nc1cccc(C(F)(F)F)c1,10,2,-1.5,-0.2,15,-3,-5,-9,1
CCC(C)NC(=O)C1c2cc(OC)c(OC)cc2C(=O)N(C)C1c1ccc(OC)cc1 (stereo not given),4,1,-0.4,-0.4,5,-3,-6,3,-12
CC(=O)Nc1cccc(-c2ccnc3c2CC(C)(C(=O)Nc2ccc(F)c(Cl)c2)O3)c1 (stereo not given),6,12,2.9,-0.2,0,6,-8,1,13
COc1ccc(CCNC(=O)C(=O)NCC2OCCN2S(=O)(=O)c2cccs2)cc1 (stereo not given),-5,-12,0.0,-0.3,1,-6,-2,-2,-2
Cc1ccc(CSCC(=O)Nc2cc(S(=O)(=O)N3CCOCC3)ccc2OC(C)C)cc1,0,-16,-0.2,0.2,-5,-1,-12,-4,25
